# iPSC survival up: enhancers of single-cell hiPSC survival, primary screen, ATPlite luminescence; 100% = ROCK inhibitor wells, 0% = DMSO; survival enhancement, % at 20 µM; actives 0.044% (n = 360,000); in the data active = survival enhancement above about 18%;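 also: cells exposed to compounds for 16 hours before the ATP read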
# NR2E3 ag-1: NR2E3 agonists in two-hybrid cells, primary screen, cell-based, luminescence, CHO-S, Gal4-NCOR/VP16-NR2E3. AID 602229, 2012. actives 0.35% (n = 360,000). Photoreceptor-specific nuclear receptor (Homo sapiens), Q9Y5X4. inhibition of corepressor binding, % at 3.98 µM. luciferase;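 active = inhibition above the mean of all tested compounds plus 3 SD, cut at about 70% in these data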;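 also: 0% = DMSO with NR2E3 transfected cells and 100% = cells lacking NR2E3 construct; higher means lower luciferase signal from less NR2E3 corepressor binding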
# Target sequence (Q9Y5X4 whole entry, looked up, the tested form may be a part): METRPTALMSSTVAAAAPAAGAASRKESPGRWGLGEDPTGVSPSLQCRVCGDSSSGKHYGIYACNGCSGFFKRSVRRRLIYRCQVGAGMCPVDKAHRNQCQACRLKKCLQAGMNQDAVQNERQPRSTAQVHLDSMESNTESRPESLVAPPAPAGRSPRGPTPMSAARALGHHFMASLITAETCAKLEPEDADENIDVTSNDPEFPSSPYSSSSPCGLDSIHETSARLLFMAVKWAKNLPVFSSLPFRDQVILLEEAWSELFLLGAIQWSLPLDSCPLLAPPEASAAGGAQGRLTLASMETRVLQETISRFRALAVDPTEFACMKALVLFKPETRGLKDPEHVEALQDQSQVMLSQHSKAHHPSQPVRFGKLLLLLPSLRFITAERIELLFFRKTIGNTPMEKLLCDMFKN
# TRAIL sens C8: viability loss with TRAIL in NB7+C8 cells, primary screen, TRAIL sensitizer project, cell-based, ATPlite luminescence; inhibition (viability loss, TRAIL sensitization), % at 10 µM; actives 1% (n = 360,000);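 active = compounds causing at least 50% loss of cell viability in the single-dose screen, relative to plate controls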
# NR2E3 ag-2: inhibitors of NR2E3-RetCOR corepressor binding, primary screen, NR2E3 agonist project, biochemical, TR-FRET, GST-NR2E3, biotin-RetCOR; AID 2300, 2010; inhibition of corepressor binding, % at 4.78 µM; Photoreceptor-specific nuclear receptor (Homo sapiens), Q9Y5X4; actives 0.12% (n = 320,000); 1536-well;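 active = percent inhibition above the cutoff of mean plus 3 SD of all tested compounds, set per screening campaign, cut at about 20% in these data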;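 also: 0% = DMSO wells and 100% = biotin wells as full block of FRET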
#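 Material: NR2E3–RetCOR corepressor complex / Amount: 1.35 nM GST-NR2E3 / Medium: Tris pH 7.5 / Compound: single nominal compound dose of 4.8 µM / Incubation: 5 h at 4 °C / Technique: TR-FRET, Eu(K)-anti-GST donor, streptavidin-D2 acceptor, ex 340, em 617/671 nm / Read-out basis: percent loss of FRET ratio relative to control wells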
# TRPM1 prom inh: inhibitors of MITF-dependent TRPM1 promoter reporter, primary screen, cell-based, SK-MEL-5, single point, luciferase | inhibition, % at 12.5 µM | actives 0.83% (n = 330,000) | SK-MEL-5 TRPM1 promoter luciferase, 24 h;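 active = mean inhibition across replicates of 60% or more, whatever share of single replicates reaches that level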; also: values of inactives mirror those of a sister screen read the other way
# LMP1 NFkB inh: EBV LMP1-driven NF-kappaB luciferase reporter inhibitors, primary screen, cell-based, luminescence, single point | LMP1-induced NF-kappaB luciferase reporter cells | inhibition, % at 12.5 µM | actives 0.69% (n = 350,000) | AID 504558, 2011; in the data active = inhibition above about 41%;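 also: 0% = neutral control wells and 100% = reference inhibitor control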
# Peg3 prom inh: Peg3 promoter-driven luciferase inhibitors, primary screen, cell-based, HeLa, luciferase luminescence; inhibition, % at 20 µM; actives 1.7% (n = 360,000); HeLa PEG-Prom luciferase reporter, overnight; AID 588405, 2011;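 active = inhibition of at least 50% at 20 µM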
# Shn3 3UTR inh: reduction of Shn3 3'UTR firefly luciferase signal, primary screen, Schnurri-3 inhibitor project, cell-based, Clone20 osteoblasts, set 2; actives 0.52% (n = 360,000); Clone20 osteoblast Shn3 3'UTR firefly luciferase, 24 h; inhibition, % at 12.5 µM;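 active = mean inhibition of at least 75% with every replicate also reaching 75%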;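 also: 0% = median of neutral control wells and 100% = pilot-screen positive control compound; some compounds past the cut are filed as inactive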
# HIF-2a block: HIF-2a reporter inhibitors, primary screen, luminescence, 786-0 RCC cells | 786-0 RCC cells HIF-2a reporter, luciferase luminescence, overnight | inhibition, % at 18.8 µM | actives 0.72% (n = 360,000);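 active = inhibition of the luminescence signal of 40% or more relative to plate controls, in a single-dose primary screen at 18.75 µM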
# KKLEB cytotox: cytotoxicity in KKLEB CF airway cells, primary screen, cytotoxicity control for CF NF-kB inhibitor project, cell-based, uHTS, fluorescence assay plates. KKLEB CF airway cells viability, ATPlite luminescence, overnight; active compounds read low; cells stimulated with P. aeruginosa culture filtrate. activity change (cytotoxicity), % at 5 µM. actives 0.36% (n = 360,000);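 active = corrected activity change at or below -50% at 5 µM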
# CF NFkB inh: inhibitors of PAF-induced NF-kB signaling, primary screen, cell-based, GFP fluorescence, uHTS; KKLEB NF-kB-GFP reporter, GFP fluorescence overnight; inhibition, % at 5 µM; actives 0.86% (n = 360,000); AID 588850, 2011;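 active = at least 50% inhibition at 5 µM, scaled per plate between neutral and stimulator controls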;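 also: PAF is a Pseudomonas aeruginosa culture filtrate used as stimulus; plate controls were PAF-stimulated DMSO wells for no effect and unstimulated DMSO wells for full effect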
# * marks the source's active call; other numbers are inactive results; · = not tested or not shown. The list is partial; the hit share may differ from the screen's.
SMILES,iPSC survival up,NR2E3 ag-1,TRAIL sens C8,NR2E3 ag-2,TRPM1 prom inh,LMP1 NFkB inh,Peg3 prom inh,Shn3 3UTR inh,HIF-2a block,KKLEB cytotox,CF NFkB inh
C[C@H]1COC(=O)[C@@H](Cc2ccc(F)cc2)C/C=C\C[C@H](CC(=O)NCCO)C(=O)N1,-3.0,12.5,-9.0,·,-2.1,-9.1,-4.6,14.3,12.2,-0.2,18.9
CC(C)(C)C(=O)NC(=S)Nc1cc(C(F)(F)F)ccc1N1CCOCC1,2.1,24.0,-12.8,-1.1,-2.9,-5.0,25.0,6.5,25.8,-19.2,31.9
COc1ccccc1OCCC(=O)OCC(=O)NCc1ccc(Cl)cc1,0.3,17.8,7.8,-2.0,-9.4,-0.3,10.2,-15.5,15.1,2.3,-3.7
N=C1C(c2nc(-c3ccc(F)cc3)cs2)=C(O)CN1CCCN1CCOCC1,-0.3,-25.1,-11.1,3.2,4.7,4.9,0.6,-10.4,-16.4,-1.9,6.3
CC(C)(C)n1nnnc1C(c1cccs1)N1CCN(C/C=C/c2ccccc2)CC1 (configuration not stated),-0.8,-11.4,-11.1,·,·,·,-23.0,13.3,-13.4,7.7,-27.4
COc1cc(C(=O)Nc2cc(-c3ccccc3)[nH]n2)cc(OC)c1OC,4.4,-4.5,9.6,1.3,-0.8,3.6,12.5,20.0,-8.9,-4.9,-3.6
CCCn1c(SCC(=O)c2cc(C)n(-c3ccc4c(c3)OCO4)c2C)n[nH]c1=O,0.1,42.8,22.2,-2.0,32.8,-2.7,3.0,35.5,-2.1,-4.2,2.0
CCC(C)NC(=O)COc1ccc(OCc2ccccc2)cc1 (configuration not stated),1.4,-3.9,-3.5,-2.8,11.0,22.8,-18.6,0.6,-42.3,-0.2,-7.7
COc1ccc2sc(-c3ccccc3OC)c(-c3ccc4c(c3)OCCO4)c2c1,2.1,-18.2,8.2,4.8,0.8,-4.6,-24.8,3.9,-29.3,-1.9,-0.1
CCOC(=O)Cn1nnnc1CN(Cc1ccc(OC)cc1)Cc1cc2cc(C)ccc2[nH]c1=O,-0.2,8.1,0.4,-0.5,-6.5,1.4,6.3,-2.1,5.0,13.9,-14.7
CCc1cccc(NC(=O)COC(=O)c2c(-c3ccccc3)noc2C)c1,0.7,-8.1,-0.8,·,·,-3.8,-1.9,1.3,-2.5,-5.5,-2.0
CC(C)OC(=O)c1nnn(-c2nonc2N)c1CSc1ccccn1,-2.0,11.8,-15.4,-2.1,9.8,-6.4,11.4,5.9,19.8,1.2,12.2
CC(C)N(Cc1ccccc1)C(=O)COC(=O)/C=C/c1cnc2ccccc2n1,-0.3,33.9,27.2,-1.5,1.1,2.0,14.1,-7.4,2.8,-9.1,7.2
Cc1cccc(OCC(O)CN2CCNCC2)c1 (configuration not stated),-0.1,-0.5,0.3,0.3,-3.0,-9.9,8.3,-7.6,14.4,-9.8,1.1
COc1ccc(Cn2c(C)nnc2-c2cnn(C)c2N)cc1,0.2,3.2,0.7,-0.1,5.9,-5.0,11.4,4.4,11.3,-4.5,-1.7
COc1cc2c(cc1OC)C(=O)N(C)CC2,-2.6,-37.9,0.5,1.3,1.9,0.5,14.6,-9.2,-1.2,-0.4,9.8
O=C(Cc1c(F)cccc1Cl)N1CCOCC1,-0.1,-8.6,-2.7,-3.4,-2.4,-3.7,1.6,-14.8,14.8,1.0,-15.7
Cc1cccc(OCC(=O)Nc2ncn[nH]2)c1C,3.5,-3.9,-1.3,-1.1,-39.4,-5.4,-66.6,-43.0,-98.5,18.3,-14.4
Cc1ncc(CO)c2cc(-c3nnc(Nc4ccc5c(c4)OCO5)s3)c(=O)oc12,-0.7,-14.0,-6.7,-3.5,6.1,-8.2,15.2,1.9,10.6,6.4,-17.7
CCCc1nnc(SCC(=O)N2CCCC2)n1CC1CCCO1 (configuration not stated),3.3,-13.5,25.6,-1.0,-2.8,0.5,0.1,-11.8,13.5,2.5,-3.5
CN[C@H]1C[C@@H](c2ccccc2)N(C(C)=O)C[C@H]1CO,-3.2,7.8,-1.8,·,·,·,6.4,3.3,2.5,1.9,-44.1
O=C(CCC(=O)Nc1ccccc1)NNC(=O)c1cccs1,-1.3,-8.7,-0.9,4.8,0.0,-2.3,10.8,-23.2,8.1,1.2,4.1
CN1CCN(c2nc(-c3ccncc3)nc3ccccc23)CC1,14.4,-18.3,13.7,2.8,1.0,-9.1,17.2,15.5,26.5,-19.4,14.4
Cc1ccc(C)c(N2CCN(S(=O)(=O)c3c(C)[nH]c(C)c3C(=O)N3CCCCC3)CC2)c1,-0.6,-7.8,10.3,-2.6,-6.1,-0.5,7.8,16.5,2.7,-10.6,2.0
C=CC[C@H](CC(=O)NCCO)C(=O)NC[C@H](OC(=O)[C@@H](CC=C)Cc1ccc(F)cc1)c1ccccc1,2.4,9.4,-4.2,·,-6.8,-3.6,-3.1,-3.8,2.4,-2.9,-17.9
CC(=O)Nc1cccc(-c2ccnc3c2CC(C(=O)Nc2cccc(OC(F)(F)F)c2)O3)c1 (configuration not stated),0.2,5.3,24.9,·,·,·,42.2,64.1,29.8,-3.4,4.4
C=C(C)CSc1nc2sc3c(c2c(=O)n1C1CCCCC1)CCN(C)C3,0.1,7.7,-13.7,-1.0,-1.9,-2.5,7.2,62.8,9.6,-23.9,26.7
O=C(Nc1ccccc1)c1oc2ccccc2c1NC(=O)C1CC1,-0.2,-10.3,-13.6,0.5,-3.7,-4.4,-14.0,-10.2,-7.5,16.9,-45.5
CCCC(=O)Oc1ccc2c(C)cc(=O)oc2c1,1.1,-39.5,1.3,2.6,10.5,7.9,-1.0,-29.9,-2.4,-7.0,-5.1
CCOC(=O)c1sc(NC(=O)c2sc(C)nc2C)nc1C,-0.4,-46.0,1.8,-1.2,-0.1,8.3,-12.5,-52.5,-80.3,-5.2,21.6
CC1(C(=O)NS(=O)(=O)c2cccc(Cl)c2)CCN1C(=O)Cc1ccccc1 (configuration not stated),-1.3,-14.5,-5.1,·,·,·,-3.6,-15.6,17.2,8.8,-14.2
O=C(CCCCCCCCC(=O)N/N=C/c1ccco1)N/N=C/c1ccco1,-2.0,23.4,-1.6,-2.5,-6.2,4.2,1.6,5.7,14.1,1.9,13.1
CCOc1ccc(/C=C/C(=O)Nc2ccc(N3CCOCC3)cc2)cc1,-2.9,-15.0,8.7,-0.2,-16.3,-7.4,-5.1,2.1,-22.5,0.6,4.9
CCN(Cc1nc2ccccc2c(=O)[nH]1)Cc1nc2cc(OC)c(OC)cc2c(=O)[nH]1,2.1,0.9,-4.8,3.0,-0.5,2.4,2.9,-2.5,13.3,6.6,-0.3
Cc1nnc(NCc2n[nH]c(=O)c3ccccc23)c2ccccc12,1.1,8.8,-15.8,-1.3,20.0,-6.6,106.4*,-8.1,-41.7,4.5,-8.8
CCN(C(=O)c1cc2cccc(OC)c2oc1=O)c1ccccc1,-3.9,-19.9,-8.3,1.9,11.2,-8.3,11.3,8.0,14.8,7.6,-7.4
O=C(O)CCCCNS(=O)(=O)/C=C/c1ccccc1,0.0,-7.4,7.3,-4.5,-6.6,-1.6,11.4,-10.2,12.6,42.5,-22.2
CCN(CC)CC(=O)Nc1sc(C)cc1C(=O)c1ccccc1,0.2,-27.9,-4.3,0.6,14.5,-4.7,20.3,14.5,12.6,-6.1,2.6
COc1cccc(CNS(=O)(=O)c2c(C)[nH]c(C)c2C(=O)N2CCCCC2)c1,-0.5,-23.1,10.0,0.5,2.2,0.7,-17.4,-0.3,4.3,5.4,9.1
Cc1ccccc1OCCCCc1c(C)n[nH]c1C,-2.1,70.7*,2.7,2.5,6.4,-3.5,-3.5,76.0,8.9,-6.1,-2.8

# Quoted from the listing.
# O=C(Nc1ccccc1)c1oc2ccccc2c1NC(=O)C1CC1 in iPSC survival up is entered as -0.2
# CC(C)N(Cc1ccccc1)C(=O)COC(=O)/C=C/c1cnc2ccccc2n1 in NR2E3 ag-2 is entered as -1.5

# (cont.)
SMILES,iPSC survival up,NR2E3 ag-1,TRAIL sens C8,NR2E3 ag-2,TRPM1 prom inh,LMP1 NFkB inh,Peg3 prom inh,Shn3 3UTR inh,HIF-2a block,KKLEB cytotox,CF NFkB inh
Cc1oc2cc3oc(=O)cc(C)c3cc2c1C,-0.4,-45.9,13.4,1.2,-70.6,-11.5,-257.2,-54.8,-165.3,-4.0,-16.9
Cc1ccc(C2N(C)C(=O)c3ccccc3N2C)cc1 (configuration not stated),-0.7,-35.4,-0.4,·,-2.5,-2.4,30.0,-23.1,9.4,-3.9,-0.6
COCc1cc(C)nc(SCC(=O)Oc2ccccc2)c1C#N,-0.1,-32.2,17.9,5.0,0.7,3.7,9.1,1.4,4.4,-5.4,-0.8
Cc1csc2c(N3CCCCC3)ncnc12,0.0,-22.6,5.8,-2.2,-65.4,-8.2,-119.3,-13.1,-154.5,2.2,-4.3
COc1ccc(C(=S)N2CCOCC2)cc1OC(=O)c1ccc(C)cc1,1.4,18.1,-3.9,2.3,1.2,-6.8,15.5,5.6,8.2,0.5,-19.5
CN1CCc2c(sc(/N=C/c3cc(Cl)ccc3O)c2C#N)C1,0.7,-32.8,11.1,-1.5,-40.8,-34.0,-337.0,-10.9,-250.1,2.6,13.3
CCc1ccccc1S(=O)(=O)Cc1ccc(C(=O)NCCc2ccccc2)o1,1.7,-28.2,9.5,-0.2,-7.8,-2.2,-17.6,-3.4,-45.3,-9.2,8.6
O=C(NC1CCCC1)C1C2C=CC(C2)C1C(=O)N1CCOCC1 (configuration not stated),-2.6,5.0,3.2,1.9,-13.5,1.7,5.5,9.3,23.3,1.1,11.4
O=C(CNC(=O)c1ccccc1F)NCc1ccncc1,-1.3,-12.5,5.5,·,-7.2,-7.9,2.1,5.3,0.4,0.0,-10.3
Nc1ccc(Sc2nnnn2-c2ccccc2)c(Cl)c1,-1.4,-39.6,15.0,2.0,6.8,3.3,7.1,-10.3,-27.3,10.6,10.1
O=C(CCn1c(=O)oc2cc(Cl)ccc21)Nc1ccc(O)cc1,1.1,-4.3,11.8,3.2,-12.6,4.2,5.8,0.8,2.8,3.9,-6.0
CCc1cc(=O)oc2c3c(cc(OCC(=O)NCCCCCC(=O)O)c12)OC(C)(C)CC3,-0.6,-4.9,7.2,-0.5,-3.0,-0.1,10.4,6.5,12.7,1.4,9.5
